Compound activity deposited in PubChem BioAssay by several laboratories.
MgcRacGAP inhibition – MgcRacGAP GTPase-activating activity inhibitors, confirmation, biochemical, ADP Hunter fluorescence | inhibition, % at 30 µM, or IC50 in µM where a hit was titrated | 0.6% of 340,000 active | AID 624330 | MgcRacGAP-stimulated Rac1 GTP hydrolysis, ADP Hunter fluorescence; higher % means a stronger effect; GST-tagged Rac1 F28L mutant substrate;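 active means first-screen hits whose inhibition reached a set limit at any dose in the follow-up dose series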;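 further: fluorescence reports GDP produced by GAP-driven GTP hydrolysis; strong numbers were not always called active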
T cell HTS – modulates CD8 T cell binding to vesicles. 0.068% of 330,000 active. calls only at 7 µM. 2C CD8+ T cell-vesicle binding, flow cytometry; hits give low values;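 active means response, share of CD8 T cells binding vesicles, and their 90th percentile fluorescence all below set limits, cut at about 80% in these data, passing the limit was not always enough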
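Read-out – percent CD8+ FL2 mean versus row control · System – murine 2C transgenic CD8+ T lymphocytes · Times – 1.5 h cell–vesicle binding at 37 °C, then 20 min icy labelling · Control set – naked vesicles low, QL9 vesicles with vehicle high · Detection – cytometric PE anti-B7-1 and Alexa647 anti-CD8 signals after 1% paraformaldehyde fixation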
Large T inhibition – SV40 large T antigen inhibitors, biochemical (AID 1903). 0.39% of 310,000 active. SV40 large T antigen ATPase/helicase inhibition assay; higher % means a stronger effect. inhibition, % at 20 µM, or IC50 in µM where a hit was titrated; in the data active means a potency from the dose series; further: strong numbers were not always called active
NTR1 agonist – agonists of NTR1, primary screen, imaging, U2OS cells, beta-arrestin-GFP, high content (AID 493036) | NTR1-U2OS beta-arrestin-GFP spot imaging, agonist mode | P30989 | 0.17% of 330,000 active | activation, % at 20 µM;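 active means activation at or above 40% of the spot to cytoplasm intensity ratio, with at least 20 cells analyzed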;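 further: 0% = DMSO without peptide and 100% = 100 nM NTR1 peptide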
Target sequence (P30989 whole entry, looked up): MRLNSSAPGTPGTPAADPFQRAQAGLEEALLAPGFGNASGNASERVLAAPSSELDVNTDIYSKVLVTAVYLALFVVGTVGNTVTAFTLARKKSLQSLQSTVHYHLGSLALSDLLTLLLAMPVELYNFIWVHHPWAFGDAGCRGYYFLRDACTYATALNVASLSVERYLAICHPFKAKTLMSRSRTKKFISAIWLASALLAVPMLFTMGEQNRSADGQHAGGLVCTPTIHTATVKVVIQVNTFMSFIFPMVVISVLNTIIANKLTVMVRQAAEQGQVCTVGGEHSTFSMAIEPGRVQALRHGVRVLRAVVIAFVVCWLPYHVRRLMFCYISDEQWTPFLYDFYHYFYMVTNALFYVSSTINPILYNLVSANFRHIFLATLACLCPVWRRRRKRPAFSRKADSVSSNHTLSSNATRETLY
T cell HTS vesicle-bound % – further read-out of T cell HTS, marked with its call; double positive events, %; measured here: CD8+ vesicle-bound cell fraction;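 binding gate set so that unloaded-vesicle control wells show 10% double positive cells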
NTR1 agonist cell count 20 µM – second read-out of NTR1 agonist, no call of its own (marks repeat the call); cell count; measured here: cell count, cytotoxicity flag
Starred values were filed as active, the others as inactive; i = inactive; . = no result given.

SMILES	MgcRacGAP inhibition	T cell HTS	Large T inhibition	NTR1 agonist	NTR1 agonist cell count 20 µM	others
CC(C)N1CC2(CC(c3ccccc3C(F)(F)F)=NO2)CN1C(=O)c1ccc(C(C)(C)C)cc1 (stereo not given)	10%	.	.	.	.
CC(=NNS(=O)(=O)c1ccc(C)cc1)c1ccncc1	11%	.	.	.	.
C=CCN1CCC(=O)C(C(=O)OCC)=C1C(=O)OCC	8%	.	.	.	.
CN(C)c1nc(N(C)C)c2cnn(C)c2n1	-1%	.	.	.	.
CCN1C[C@@H]2[C@@H]3C(=O)N(C)C(=O)[C@@H]3[C@](Cc3ccccc3)(C1=O)N2C(=O)c1ccccc1	6%	.	.	.	.
Cc1ccccc1NC(=O)Cc1nc(COC(=O)/C=C/c2ccc(F)cc2)cs1	12%	.	.	.	.
O[C@@H]1CN(CC2CCCCC2)[C@@H](c2ccccc2)C[C@H]1n1cc(C2CC2)nn1	7%	.	.	.	.
Cc1cc2ncn(S(=O)(=O)c3ccc(S(N)(=O)=O)cc3)c2cc1C	-4%	.	.	.	.
O=C(c1ccccc1)c1ccc(N2CCN(C(=O)c3ccc(F)cc3F)CC2)c(F)c1	11%	.	.	.	.
C[C@H](CO)N1C[C@H](C)[C@@H](CN(C)C(=O)Nc2ccccc2F)OCc2cnnn2CCCC1=O	15%	.	.	.	.
Clc1ccccc1NCSC1=NCCS1	3%	.	.	.	.
CCN(CC)S(=O)(=O)c1ccc(C(=O)Nc2cc(S(=O)(=O)N3CCOCC3)ccc2N2CCN(C)CC2)cc1	-2%	.	.	.	.
CC(=O)C1CCC2C3CC(C)=C4CC(O)CCC4(C)C3CCC12C (stereo not given)	2%	.	.	.	.
CN(c1ccccc1)S(=O)(=O)c1ccc(C(=O)NCc2cccnc2)cc1	3%	.	.	.	.
COc1ccc(CCN2CC(C(=O)OCC(=O)N(C)CC(=O)Nc3ccccc3Cl)CC2=O)cc1OC (stereo not given)	8%	.	.	.	.
COCOCCn1cc(CN2CCS(=O)(=O)N(Cc3ccc(-c4cccc(N(C)C)c4)cc3)C(CC(C)C)C2=O)nn1 (stereo not given)	12%	.	.	.	.
COc1cc2c(cc1[N+](=O)[O-])-c1ccc([N+](=O)[O-])cc1C2=NNC(N)=S	14%	.	.	.	.
COc1ccc(CN2CCNC(=O)C2CC(=O)N(C)C2CCCCC2)cc1OC (stereo not given)	12%	.	.	.	.
O=S(=O)(Nc1ccccc1-c1ccccc1)c1ccccc1	0%	.	.	.	.
Cc1cc(C)c2c(=O)n(CC(=O)N3CCN(c4ccccc4)CC3)ccc2n1	16%	.	.	.	.
Cc1ccc(C=Cc2ccccn2)cc1	2%	.	.	.	.
CCC1c2ccccc2C(=O)C1C(N)=O (stereo not given)	2%	.	.	.	.
Cc1cccc(OC(=O)c2ccc3c(=O)n4c(nc3c2)CCC4)c1	-1%	.	.	.	.
C[C@H](CO)NC(=O)c1nc[nH]c1C(=O)N[C@H](C)c1ccccc1	1%	.	.	.	.
CN(CC(=O)Nc1ccccc1C(F)(F)F)C(=O)CSc1nc(N)cc(N)n1	4%	i	.	.	.	T cell HTS vesicle-bound %=40

Of the compounds above, these have a Cl atom:
SMILES	MgcRacGAP inhibition	T cell HTS	Large T inhibition	NTR1 agonist	NTR1 agonist cell count 20 µM	others
Clc1ccccc1NCSC1=NCCS1	3%	.	.	.	.
COc1ccc(CCN2CC(C(=O)OCC(=O)N(C)CC(=O)Nc3ccccc3Cl)CC2=O)cc1OC (stereo not given)	8%	.	.	.	.

Among those listed so far, these have fluorine:
SMILES	MgcRacGAP inhibition	T cell HTS	Large T inhibition	NTR1 agonist	NTR1 agonist cell count 20 µM	others
CC(C)N1CC2(CC(c3ccccc3C(F)(F)F)=NO2)CN1C(=O)c1ccc(C(C)(C)C)cc1 (stereo not given)	10%	.	.	.	.
Cc1ccccc1NC(=O)Cc1nc(COC(=O)/C=C/c2ccc(F)cc2)cs1	12%	.	.	.	.
O=C(c1ccccc1)c1ccc(N2CCN(C(=O)c3ccc(F)cc3F)CC2)c(F)c1	11%	.	.	.	.
C[C@H](CO)N1C[C@H](C)[C@@H](CN(C)C(=O)Nc2ccccc2F)OCc2cnnn2CCCC1=O	15%	.	.	.	.
CN(CC(=O)Nc1ccccc1C(F)(F)F)C(=O)CSc1nc(N)cc(N)n1	4%	i	.	.	.	T cell HTS vesicle-bound %=40

Going on with the list.
SMILES	MgcRacGAP inhibition	T cell HTS	Large T inhibition	NTR1 agonist	NTR1 agonist cell count 20 µM	others
NC(=O)C1CCN(C(=O)C2CC(=O)N(c3ccc4c(c3)OCCO4)C2)CC1 (stereo not given)	-1%	i	.	.	.	T cell HTS vesicle-bound %=38
CC(C(=O)Nc1ccc(Br)cc1)N(C)CC(=O)NCc1ccco1 (stereo not given)	6%	i	.	.	.	T cell HTS vesicle-bound %=52
COCCNc1nnc(SCC(=O)NC2CCCCC2)s1	8%	i	.	.	.	T cell HTS vesicle-bound %=42
CCOC(=O)C1(Cc2ccccc2C)CCCN(C(=O)CSC)C1 (stereo not given)	3%	i	9%	.	.	T cell HTS vesicle-bound %=62
O=C(O)C1C2CCC(O2)C1C(=O)Nc1ccc(Br)cc1F (stereo not given)	2%	i	1%	.	.	T cell HTS vesicle-bound %=55
CCC(C)CNC(=O)c1cccc(OC2CCN(CC(C)(C)C)CC2)c1 (stereo not given)	3%	i	2%	.	.	T cell HTS vesicle-bound %=67
CCOC(=O)C1CCN(CCCSc2ccc(C)cc2)CC1	-11%	i	11%	.	.	T cell HTS vesicle-bound %=63
CCC1Nc2ncnc(N3CCOCC3)c2N(Cc2ccc(C)cc2)C1=O (stereo not given)	10%	i	22%	.	.	T cell HTS vesicle-bound %=51
Cc1c(C(=O)NNC(=O)c2ccccc2O)oc2ccc(Br)cc12	7%	i	8%	.	.	T cell HTS vesicle-bound %=20
Cc1cc(NC(=O)C(C)SCC(=O)N(C)CC(=O)Nc2ccccc2C(F)(F)F)no1 (stereo not given)	4%	.	.	2.1	57
COc1cccc(/C=C/C(=O)OCC(=O)N2c3ccccc3CC2C)c1OC (stereo not given)	3%	.	.	4.3	63
O=C(CN1CCSC1=O)Nc1ccc(N2CCOCC2)cc1	6%	.	.	-0.7	59
CCCCN(Cc1nc2ccccc2c(=O)[nH]1)C(=O)c1nn(C)c(=O)c2ccccc12	1%	.	.	-1.1	61
O=C(NCCN1CCOCC1)C1CC(=O)N(c2cccc(C(F)(F)F)c2)C1 (stereo not given)	6%	.	.	1.1	52
O=C(NCc1ccccn1)c1cccc(S(=O)(=O)Nc2ccc(F)cc2)c1	3%	.	.	0.1	60
O=Cc1ccc(OCC(=O)N2CCc3ccccc32)c(Br)c1	2%	.	.	-0.6	66
COc1ccc(NS(=O)(=O)c2ccc(C)c(NC(=O)CNC(=O)c3ccco3)c2)cc1	1%	.	.	0.2	47
CCN(CC(=O)Nc1c(F)cccc1F)C(=O)Cc1sc(C)nc1-c1ccc(F)cc1	3%	.	.	1.4	47
CC(C)N(C(=O)[C@H]1C[C@H](CC(=O)NCC23CC4CC(CC(C4)C2)C3)C(=O)N2CCc3c([nH]c4ccc(Cl)cc34)[C@]12C)C(C)C	5%	.	.	9.5	43
COc1ccccc1Nc1cc(C)nc(Nc2ccccc2OC)n1	-1%	.	.	6.3	67
NS(=O)(=O)c1ccc(NC(=O)CSc2nc3c(cnn3-c3ccccn3)c(=O)[nH]2)cc1	9%	.	.	-0.3	74
CC[C@]12c3[nH]c4ccc(OC)cc4c3CCN1C(=O)C(CC(=O)NCCN1CCOCC1)C[C@@H]2C(=O)N1CCN(C(=O)C2CC2)CC1 (stereo not given in full)	7%	.	.	2.7	73
CCOC(=O)C1=CNS(=O)(=O)NC1c1ccc(Br)cc1F (stereo not given)	14%	.	.	1.1	59
CCN(CC)C(=O)[C@H]1CC(CC(=O)NCCN2CCOCC2)C(=O)N2CCc3c([nH]c4ccc(OC)cc34)[C@]12C (stereo not given in full)	5%	.	.	1.5	46
Cc1cccc(C(=O)Nc2cc(S(=O)(=O)N3CCOCC3)ccc2N2CCCC2)c1	5%	.	.	-0.8	61

In the list so far, two contain a tert-butyl group.
SMILES	MgcRacGAP inhibition	T cell HTS	Large T inhibition	NTR1 agonist	NTR1 agonist cell count 20 µM	others
CC(C)N1CC2(CC(c3ccccc3C(F)(F)F)=NO2)CN1C(=O)c1ccc(C(C)(C)C)cc1 (stereo not given)	10%	.	.	.	.
CCC(C)CNC(=O)c1cccc(OC2CCN(CC(C)(C)C)CC2)c1 (stereo not given)	3%	i	2%	.	.	T cell HTS vesicle-bound %=67

More entries
SMILES	MgcRacGAP inhibition	T cell HTS	Large T inhibition	NTR1 agonist	NTR1 agonist cell count 20 µM	others
C[C@@H]1C(c2cccc(Cl)c2)=NN(c2ccc(Br)cc2)[C@H]1C(=O)N1CCOC1=O	8%	.	.	9.5	70
CCN(CC)C(=O)[C@H]1C[C@H](CC(=O)NC/C=C(\C)CCC=C(C)C)C(=O)N2CCc3c([nH]c4cc(CCC(=O)N(C)C)ccc34)[C@]12C	6%	.	.	-0.4	51
COCCCNC(=O)C[C@H]1C[C@H](C(=O)N2CCCCC2)[C@@]2(CCc3ccccc3)c3[nH]c4ccc(Cl)cc4c3CCN2C1=O	4%	.	.	8.7	47
CCOC(=O)C1=C(C)N(C[C@@H]2CC[C@@H](Cc3ccc(-c4ccccc4)cc3)O2)C(=O)NC1C1CC1 (stereo not given in full)	7%	.	.	11	67
CCOc1cc(N2CCOCC2)c(OCC)cc1NC(=O)c1cc(S(=O)(=O)N2CCOCC2)ccc1Cl	1%	.	.	0.3	51
O=C1OCCN1C(=O)[C@H]1[C@H](c2ccc(Cl)cc2)C(c2ccccc2)=NN1c1ccc(Br)cc1	6%	.	.	3.0	50
CSCCC(NC(=O)c1ccco1)C(=O)N1CCN(C(c2ccccc2)c2ccccc2)CC1 (stereo not given)	1%	.	.	2.8	51
Cc1ccc(C)c(SCC(=O)Nc2cccc(S(=O)(=O)N3CCOCC3)c2)c1	7%	.	.	2.3	58
CCOC(=O)C1=C(CC)Nc2ccccc2N=C1NC(=O)c1ccc(C)c(S(=O)(=O)N2CCOCC2)c1	3%	.	.	-0.5	46
COc1ccc(-c2noc(CCC(=O)N3CCN(c4cccc(C)c4)CC3)n2)cc1	8%	.	.	3.3	76
COc1ccc(/C=C/C(=O)OCC(=O)N(C)c2c(N)n(Cc3ccccc3)c(=O)[nH]c2=O)cc1OC	-1%	.	.	-1.4	38
O=[N+]([O-])c1cc(S(=O)(=O)N2CCOCC2)ccc1OCc1ccccc1C(F)(F)F	4%	.	.	0.1	46
COc1ccccc1NC(=O)C(=O)Nc1ccc2c(c1)N(C(=O)C1CC1)CCC2	4%	.	.	21	69
O=C(COC(=O)/C=C/c1cccc(C(F)(F)F)c1)NC(=O)NCc1ccccc1	5%	.	.	-1.6	43
O=C(Cc1ccc2ccccc2c1)NC(Cc1ccccc1)C(=O)O (stereo not given)	8%	.	.	1.2	75
CC(=O)c1ccc(NC(=O)CNc2cc(S(=O)(=O)N3CCOCC3)ccc2N2CCCC2)cc1	12%	.	.	-0.3	57
COCCCNC(=O)C[C@H]1C[C@H](C(=O)N2CCOCC2)[C@@]2(CCC3CCCC3)c3[nH]c4cc(CCC(=O)N(C)C)ccc4c3CCN2C1=O	7%	.	.	1.9	51
COC(=O)[C@H](Cc1ccc(O)cc1)NC(=O)Cn1cnc(C(=O)Nc2ccc(C)c(C)c2)n1	10%	.	.	-0.5	75
CCCCNC(=O)C(C)N(CCN(C)C)C(=O)CCCCCN1C(=O)NC(c2ccc(Cl)cc2)C(C(=O)OCc2ccccc2)=C1C (stereo not given)	8%	.	.	28	40
COCC(=O)N[C@@H]1c2cc(OC)c(OC)cc2C[C@H]1OCc1ccccc1	9%	.	.	1.5	57
NC(=O)C1CCCN(C(=O)c2ccc(Cl)c(S(=O)(=O)N3CCc4ccccc43)c2)C1 (stereo not given)	3%	.	.	1.5	61

A portion from further up, as a working copy:
SMILES	MgcRacGAP inhibition	T cell HTS	Large T inhibition	NTR1 agonist	NTR1 agonist cell count 20 µM	others
CCCCNC(=O)C(C)N(CCN(C)C)C(=O)CCCCCN1C(=O)NC(c2ccc(Cl)cc2)C(C(=O)OCc2ccccc2)=C1C (stereo not given)	8%	.	.	28	40
COCC(=O)N[C@@H]1c2cc(OC)c(OC)cc2C[C@H]1OCc1ccccc1	9%	.	.	1.5	57
NC(=O)C1CCCN(C(=O)c2ccc(Cl)c(S(=O)(=O)N3CCc4ccccc43)c2)C1 (stereo not given)	3%	.	.	1.5	61

Some of the compounds tested; count on the stated rates, not on these rows.
